Bioassay records from PubChem BioAssay.
PfG6PD inh: PfG6PD (Plasmodium falciparum) enzyme inhibition | 350,000 compounds, 0.78% hits | PfGluPho enzyme, NADPH resazurin-diaphorase fluorescence | inhibition, % at 20 µM;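 active means inhibition reaching at least a set limit at 20 µM in the primary screen, cut at about 59% in these data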;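 further: 0% = DMSO wells with substrate and 100% = DMSO wells lacking glucose-6-phosphate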
SENP8 block: inhibitors of human SENP8 protease; Q96LD8; recombinant SENP8, Nedd8 substrate fluorescence; AID 602440; inhibition, % at 20 µM; 360,000 compounds, 0.64% hits; in the data active means inhibition mostly above about 40%, no sharp cut-off; inactive means mostly below about 27%
Target sequence (Q96LD8 whole entry, looked up): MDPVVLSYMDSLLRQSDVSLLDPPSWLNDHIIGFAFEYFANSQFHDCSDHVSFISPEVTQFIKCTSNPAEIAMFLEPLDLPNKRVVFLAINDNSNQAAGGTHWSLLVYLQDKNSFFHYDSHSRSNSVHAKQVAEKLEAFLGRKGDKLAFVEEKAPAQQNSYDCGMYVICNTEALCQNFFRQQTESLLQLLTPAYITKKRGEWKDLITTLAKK
NR3A LBD binder: modulates the human NR3A ligand-binding domain; NR3A LBD differential scanning fluorimetry, Tm shift; 0% = protein alone, 100% = glycine-bound protein; Tm shift relative to glycine control, % at 25 µM; 340,000 compounds, 2.5% hits; AID 1259313;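 active means melting temperature shift of at least 10% of the positive control shift, at one fixed dose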
MPTP block: blocks calcium-induced mitochondrial swelling; 360,000 compounds, 1.4% hits; isolated mouse mitochondria, Ca2+ swelling absorbance, 30 min; inhibition, % at 10 µM;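 active means inhibition of 50% or more, scaled per plate between neutral and stimulator controls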;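 further: 0% = DMSO wells given calcium and 100% = 1 mM EGTA wells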
ATG4B inhibitor: inhibitors of human ATG4B cysteine protease | Q9Y4P1 | ATG4B cleavage of LC3-PLA2, NBD-HPC fluorescence, 1 h | inhibition, % at 8.33 µM | 340,000 compounds, 0.51% hits; in the data active means inhibition above about 40%
Target sequence (Q9Y4P1 whole entry, looked up): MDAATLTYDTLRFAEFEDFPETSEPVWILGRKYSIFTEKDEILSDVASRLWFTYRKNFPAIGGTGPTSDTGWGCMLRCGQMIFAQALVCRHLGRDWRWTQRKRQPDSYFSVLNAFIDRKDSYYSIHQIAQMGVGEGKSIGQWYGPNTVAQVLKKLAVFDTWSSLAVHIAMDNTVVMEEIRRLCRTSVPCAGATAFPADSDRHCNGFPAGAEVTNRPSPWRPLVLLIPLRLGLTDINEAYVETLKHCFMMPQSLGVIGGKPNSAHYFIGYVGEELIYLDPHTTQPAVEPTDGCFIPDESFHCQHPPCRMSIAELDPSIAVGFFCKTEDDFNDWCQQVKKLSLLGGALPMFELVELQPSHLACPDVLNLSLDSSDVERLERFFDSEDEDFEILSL
SENP6 block: SENP6 protease inhibition; Q9GZR1; Recombinant SENP6 catalytic domain, aminoluciferin luminescence; inhibition, % at 10 µM; 330,000 compounds, 1.8% hits;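 active means inhibition above about 50% at the single tested dose, limit read from the data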;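 further: plate controls were DMSO wells with enzyme for no effect and DMSO wells lacking enzyme for full effect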
SENP1 inh: blocks the human SENP1 SUMO protease catalytic domain; Q9P0U3; recombinant SENP1 catalytic domain, CyPet-SUMO1-YPet FRET cleavage; inhibition, % at 10 µM; 360,000 compounds, 0.21% hits; AID 624204;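 active means inhibition at least 30% at 10 µM, raw YFP signal under a set limit, fluorescence ratio 0.5 to 1.5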;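 further: 0% = enzyme with DMSO and 100% = no enzyme wells; some results filed as inactive read as strong as hits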
Target sequence (Q9P0U3 419-644 limits assumed): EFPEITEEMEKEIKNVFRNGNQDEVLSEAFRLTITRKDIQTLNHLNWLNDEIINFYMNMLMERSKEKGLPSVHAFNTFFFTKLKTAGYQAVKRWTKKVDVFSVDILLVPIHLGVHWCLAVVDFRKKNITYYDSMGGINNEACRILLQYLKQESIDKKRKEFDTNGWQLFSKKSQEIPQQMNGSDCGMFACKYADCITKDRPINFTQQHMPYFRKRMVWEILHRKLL
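Assay system: hSENP1 catalytic domain, recombinant. Amount: SENP1 enzyme, 20 pM final. Schedule: 50 min reaction, RT, dark. Technique: FRET, CFP and YFP emission. Control set: no-enzyme wells low, DMSO-plus-enzyme wells high control.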
hIAP act: human IAP activation | purified human IAP, CDP-Star luminescence, 30 min; hits give high values; 1 = vehicle-only enzyme, 0 = enzyme-free background | activation factor at 10 µM | 330,000 compounds, 0.16% hits | AID 2524;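 active means activation factor of the enzyme at least 2-fold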; further: the source names both 10 and 20 µM as test concentration; values of inactives mirror those of a sister screen read the other way
* marks the source's active call; other numbers are inactive results; . = not tested or not shown.

smiles,SENP6 block,hIAP act,SENP8 block,PfG6PD inh,MPTP block,ATG4B inhibitor,SENP1 inh,NR3A LBD binder
CC(C)C(C(=O)Nc1ccc2c(c1)OCCOCCOCCOCCO2)N1C(=O)c2ccccc2C1=O (configuration not stated),-6.8,1.18,10.6,-4.2,0.9,-0.9,-0.1,0.6
FCCCOc1ccc(/C=N/OCc2ccc(Cl)cc2)cc1,-10.4,0.949,-0.3,-3.1,4.8,0.6,-0.9,1.1
Cc1ccc(C(=O)COC(=O)CNS(=O)(=O)c2ccccc2)cc1[N+](=O)[O-],-11.9,1.07,14.8,-18.1,0.2,-8.6,3.9,17.7*
CCOC(=O)N1CCN(C(=O)COc2ccccc2[N+](=O)[O-])CC1,13.7,0.854,18.2,-11.4,1.4,-4.2,0.5,0.7
CC(=O)Nc1ccccc1-c1nnc(SCc2ccccc2Cl)[nH]c1=O,3.6,0.875,5.9,-0.6,-1.1,-4.2,-2.2,2.5
COCCNC(=O)c1sc2nc(-c3ccccc3)cn2c1C,5.7,0.948,3.9,2.0,-0.1,-7.7,3.8,0.3
CC(CCc1ccco1)NC(=O)Cn1nc(Cc2ccncc2)c2ccccc2c1=O (configuration not stated),-14.1,0.89,10.3,17.7,-1.5,-5.0,0.3,2.2
O=c1[nH]c(CSc2ncccn2)nc2c1cnn2-c1ccccc1,-8.2,0.832,-15.6,-6.8,0.5,4.7,-12.1,-1.5
CCOC(=O)Nc1ccccc1C(=O)Nc1cc(C)cc(C)c1,-2.9,1,-2.1,11.2,0.2,6.2,1.7,-6.2
O=C(CSc1nnc2ccccn12)Nc1ccc2c(c1)OCCO2,-1.0,0.993,10.2,1.9,0.2,1.6,0.9,1.1
CCOC(=O)c1c(NC(=O)CSc2c[nH]c3ccccc23)sc2c1CCC2,-6.4,0.883,-9.1,33.6,1.9,-0.3,-0.9,2.7
O=C(CCCn1c(=S)[nH]c2cc3c(cc2c1=O)OCO3)N1CCN(c2ccccc2F)CC1,-10.1,0.886,21.8,20.4,3.8,50.6*,-2.0,0.0

Nothing new here: two of the compounds above.
smiles,SENP6 block,hIAP act,SENP8 block,PfG6PD inh,MPTP block,ATG4B inhibitor,SENP1 inh,NR3A LBD binder
O=C(CSc1nnc2ccccn12)Nc1ccc2c(c1)OCCO2,-1.0,0.993,10.2,1.9,0.2,1.6,0.9,1.1
CCOC(=O)c1c(NC(=O)CSc2c[nH]c3ccccc23)sc2c1CCC2,-6.4,0.883,-9.1,33.6,1.9,-0.3,-0.9,2.7

Going on with the list.
smiles,SENP6 block,hIAP act,SENP8 block,PfG6PD inh,MPTP block,ATG4B inhibitor,SENP1 inh,NR3A LBD binder
Cc1nc2cc3c(=O)n(C)cnc3cc2n1Cc1ccccc1,.,.,8.5,3.4,-1.0,.,-0.1,.
Cc1cc(NCc2ccccn2)ccc1Br,47.4,1.19,11.0,7.2,0.0,-3.8,-7.4,11.0*
O=C(c1ccccc1)N1CCCCC(Cl)C1=O (configuration not stated),-8.4,0.891,12.1,7.0,-0.1,-4.8,2.1,-0.7
COCCNC(=O)/C=C/c1c(Cl)cccc1Cl,16.8,0.647,16.2,-13.9,-2.3,-2.5,-0.3,0.5
O=C1OCCN1C(=O)[C@H]1[C@H](c2ccccc2)C(c2ccc(F)cc2)=NN1c1ccc(Br)cc1,.,.,-396.0,10.3,0.8,3.6,-62.6,7.4
CCn1cc(C(=O)O)c(=O)c2cc(F)c(N3CCN(C(=S)NC(=O)c4ccccc4)CC3)cc21,-13.0,1.14,-379.7,8.1,4.5,-5.4,3.2,-1.4
CN1CCc2c(sc(NC(=O)C3CCCCC3)c2C(N)=O)C1,-12.0,0.974,-63.1,-3.5,-1.2,-3.0,-30.1,-0.2
CCOc1ccc2nc(SCC#N)c(C#N)cc2c1,-3.2,1.19,-97.7,-2.6,0.4,-7.8,58.1,-0.9
Cc1ccc(CNC(=O)Cn2cnc(C(=O)Nc3ccc(C)c(C)c3)n2)o1,.,.,3.7,9.7,-0.6,-2.6,3.0,0.3
Cc1ccc(S(=O)(=O)N[C@H](C(=O)OCC(=O)NC(=O)C2CCCCC2)C(C)C)cc1,9.2,0.915,4.9,14.1,-0.4,-10.3,0.6,22.9*
COc1cc(CNCCc2ccc(S(N)(=O)=O)cc2)ccc1OCC(=O)NC1CCCCC1,-0.3,0.89,14.3,-3.4,-1.9,-13.4,0.6,1.2
Cc1cc(/C=C2\SC(=S)NC2=O)c(C)n1-c1ccc(O)cc1,31.8,0.882,24.1,-4.4,13.3,16.3,-35.6,2.0

Part of the list above, with two lines to a compound:
Under each structure – SENP6 block	hIAP act	SENP8 block	PfG6PD inh	MPTP block	ATG4B inhibitor	SENP1 inh	NR3A LBD binder
> O=C(CSc1nnc2ccccn12)Nc1ccc2c(c1)OCCO2
  -1.0	0.993	10.2	1.9	0.2	1.6	0.9	1.1
> CCOC(=O)c1c(NC(=O)CSc2c[nH]c3ccccc23)sc2c1CCC2
  -6.4	0.883	-9.1	33.6	1.9	-0.3	-0.9	2.7
> O=C(CCCn1c(=S)[nH]c2cc3c(cc2c1=O)OCO3)N1CCN(c2ccccc2F)CC1
  -10.1	0.886	21.8	20.4	3.8	50.6*	-2.0	0.0
> Cc1nc2cc3c(=O)n(C)cnc3cc2n1Cc1ccccc1
  .	.	8.5	3.4	-1.0	.	-0.1	.
> Cc1cc(NCc2ccccn2)ccc1Br
  47.4	1.19	11.0	7.2	0.0	-3.8	-7.4	11.0*
> O=C(c1ccccc1)N1CCCCC(Cl)C1=O (configuration not stated)
  -8.4	0.891	12.1	7.0	-0.1	-4.8	2.1	-0.7
> COCCNC(=O)/C=C/c1c(Cl)cccc1Cl
  16.8	0.647	16.2	-13.9	-2.3	-2.5	-0.3	0.5
> O=C1OCCN1C(=O)[C@H]1[C@H](c2ccccc2)C(c2ccc(F)cc2)=NN1c1ccc(Br)cc1
  .	.	-396.0	10.3	0.8	3.6	-62.6	7.4
> CCn1cc(C(=O)O)c(=O)c2cc(F)c(N3CCN(C(=S)NC(=O)c4ccccc4)CC3)cc21
  -13.0	1.14	-379.7	8.1	4.5	-5.4	3.2	-1.4
> CN1CCc2c(sc(NC(=O)C3CCCCC3)c2C(N)=O)C1
  -12.0	0.974	-63.1	-3.5	-1.2	-3.0	-30.1	-0.2
> CCOc1ccc2nc(SCC#N)c(C#N)cc2c1
  -3.2	1.19	-97.7	-2.6	0.4	-7.8	58.1	-0.9
> Cc1ccc(CNC(=O)Cn2cnc(C(=O)Nc3ccc(C)c(C)c3)n2)o1
  .	.	3.7	9.7	-0.6	-2.6	3.0	0.3
> Cc1ccc(S(=O)(=O)N[C@H](C(=O)OCC(=O)NC(=O)C2CCCCC2)C(C)C)cc1
  9.2	0.915	4.9	14.1	-0.4	-10.3	0.6	22.9*
> COc1cc(CNCCc2ccc(S(N)(=O)=O)cc2)ccc1OCC(=O)NC1CCCCC1
  -0.3	0.89	14.3	-3.4	-1.9	-13.4	0.6	1.2
> Cc1cc(/C=C2\SC(=S)NC2=O)c(C)n1-c1ccc(O)cc1
  31.8	0.882	24.1	-4.4	13.3	16.3	-35.6	2.0

Additional results.
smiles,SENP6 block,hIAP act,SENP8 block,PfG6PD inh,MPTP block,ATG4B inhibitor,SENP1 inh,NR3A LBD binder
COc1ccccc1C1CCN(C(=O)c2ccco2)CC1,-14.1,1.03,16.9,-3.9,1.4,7.5,1.3,-0.3
Cc1ccc(S(=O)(=O)NC(=O)Nc2cc(C)ccc2F)cc1,6.7,0.995,9.7,-25.9,-0.9,7.5,0.2,-0.1
Clc1ccc(-c2cn3c(n2)CCC3)cc1,19.1,0.899,15.2,-8.3,-0.3,11.3,3.2,-1.3
CCOc1cc(C=O)ccc1OS(=O)(=O)c1ccc(NC(C)=O)cc1,9.3,1.04,7.6,-13.4,-3.0,-1.1,2.0,-1.0
Cc1ccc(NC(=O)C2CC(=O)N(c3ccc4c5c(cccc35)CC4)C2)cc1 (configuration not stated),-10.0,0.954,9.0,7.6,0.2,-16.3,3.3,-10.5
Cc1ccc2oc(-c3cccc(NC(=O)C4CCCO4)c3)nc2c1 (configuration not stated),31.6,1.11,-49.4,4.0,0.4,-6.7,1.1,2.2
CC(C)c1ccccc1OCC(=O)Nc1cc(S(=O)(=O)N2CCOCC2)ccc1N1CCCC1,0.5,1.06,18.0,18.4,0.7,-2.3,-3.3,-0.6
O=C(c1cccc(F)c1)N1CCCN(C(=O)c2cccc(F)c2)CC1,-15.4,0.799,28.9,3.8,-0.2,0.1,-0.1,-1.1
CC1=C(C(=O)Nc2cc(C(=O)N3CCN(c4cccc(C)c4C)CC3)ccc2C)SCCO1,-1.5,1.23,4.6,9.7,0.4,17.2,3.1,-1.4
Cc1ccc(S(=O)(=O)N2CCOCC2)cc1NC(=O)COC(=O)C1=COCCO1,-7.0,1.02,-24.4,-1.0,-0.4,-8.7,-2.6,0.9
Cc1cc(C)nc(NC(=S)NC(=O)c2ccccc2)n1,-2.3,0.809,6.7,-10.4,0.7,-10.5,1.0,1.4
CCCS(=O)(=O)c1cscc1NC(=O)c1c(-c2c(F)cccc2Cl)noc1C,0.0,1.16,8.4,0.2,2.5,-2.5,-3.4,6.2
Cc1ccc(Cn2ccc(NC(=O)c3cc(C(C)C)on3)n2)cc1,-26.5,0.928,9.0,-2.9,1.2,4.2,2.0,1.4
O=C(NC1CCCc2ccccc21)c1cccnc1 (configuration not stated),-2.8,0.982,15.0,3.5,7.5,-6.0,1.1,3.6
Cc1cc(C)nc(NC(=O)c2cc(Br)ccc2Cl)n1,-11.8,1.04,1.7,16.2,1.4,-6.2,-35.4,0.1
COc1ccc(NC(=O)Cn2cnc3c(cnn3C(C)(C)C)c2=O)cc1OC,7.3,1.01,-5.0,-4.7,0.7,-7.4,2.7,-0.6
COC(=O)[C@H](CCSC)NC(=O)Nc1ccc(C)cc1C,-19.8,1.15,17.4,-10.2,0.6,-8.9,3.1,-9.7
O=C(NCC1CCCO1)C1CCN(S(=O)(=O)Cc2ccccc2)CC1 (configuration not stated),-5.8,0.925,4.7,-3.3,1.2,-8.5,-3.4,0.3
CC1=NN(c2cccc(Cl)c2)C(=O)C1,-4.8,0.902,63.9*,11.6,38.6,26.1,2.6,11.4*
CCN(CC)CCCNC(=O)c1cn(-c2cccc(OC)c2)c(=O)c2ccccc12,-16.0,1.09,6.3,10.2,-1.9,0.2,-2.2,0.9
O=[N+]([O-])c1cc([N+](=O)[O-])c2nonc2c1Nc1ccccc1O,26.0,0.721,22.2,6.7,13.6,-6.0,-13.5,0.9
c1ccc(Nc2ncnc3c2oc2ccccc23)cc1,51.5*,0.884,-383.3,7.7,-3.7,0.7,-0.6,-7.5
CC(C)CC(=O)NC(=S)N(Cc1ccccc1)Cc1ccccc1,2.6,0.781,15.2,6.3,0.5,0.9,3.6,-0.7
Cc1ccnc(SCC(=O)N2CCN(C(c3ccccc3)c3ccccc3)CC2)n1,-17.1,1.02,3.3,3.2,5.1,-4.9,-3.9,-1.6
Cn1c(O)c(N=Nc2ccccc2[N+](=O)[O-])c2ccccc21,1.9,0.984,11.6,-4.5,2.4,-5.2,2.5,-0.1
Cc1oc2ccc(Br)cc2c(=O)c1-c1nn[nH]n1,4.1,1.06,13.2,-14.0,-1.2,3.8,1.4,0.5
Cc1[nH]nc(SCC(=O)Nc2ccc(C#N)cc2)c1[N+](=O)[O-],8.1,0.972,17.4,-4.5,25.9,11.1,0.3,30.6*
O=C(C1COc2ccccc2O1)N1CCN(c2ccccc2)CC1 (configuration not stated),-3.8,0.959,8.2,-4.5,-1.6,-9.3,0.9,-4.1
CCOc1ccc(Nc2nc(Cc3nnc(SCC(=O)NCc4ccco4)n3CC)cs2)cc1,3.2,0.974,13.6,29.6,0.2,-13.7,-5.3,1.3
CCc1nnc(NC(=O)c2nn(-c3ccccc3)nc2C)s1,-13.1,0.978,8.4,3.3,2.8,-0.1,-1.5,-0.7
O=C(CNC(=O)c1cccnc1)N=Nc1c(O)[nH]c2c(Br)cc(Br)cc12,8.8,1.31,44.3*,-27.5,1.6,4.8,0.7,-1.4
